# Screening data deposited in PubChem BioAssay by several laboratories.
# PRMT1 FP inh = PRMT1 (human) inhibition, primary screen | inhibition, % at 2.79 µM | recombinant PRMT1, activity-based probe fluorescence polarization | actives 1.3% (n = 370,000) | Q99873;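 active = inhibition above about 21% made by adding two undisclosed values, limit read from the data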
# TCR-CD3 inh = human TCR-CD3 binding inhibition | TAMRA-labeled TCR probe fluorescence, biochemical | inhibition, % at 9.4 µM | actives 0.37% (n = 360,000); in the data active = inhibition above about 19%;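 note: recombinant mutant TCR 2C K166C tagged with TAMRA read by polarization; 0% = receptor in buffer alone and 100% = receptor with positive control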
# GC-B act = GC-B (human) receptor activation. P20594. HEK293-GC-B cells, CNP EC30, cGMP TR-FRET; 0% at EC30 CNP, 100% saturating CNP. activation, % at 10 µM. actives 0.11% (n = 370,000);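 active = activation at 10 µM reaching about 35% in either raw or pattern-adjusted values, limit read from the data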
# rCAG binder = molecules binding r(CAG) RNA repeats; r(CAG) RNA repeat, TO-PRO-1 dye displacement fluorescence; inhibition, % at 3 µM; actives 1.3% (n = 370,000);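 active = inhibition above the plate cutoff, the mean of all test compounds on that plate plus 3 SD, cut at about 35% in these data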;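 note: 0% = DMSO alone and 100% = 100 µM mitoxantrone as full dye displacement; higher means more dye released from RNA so lower well fluorescence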
# HTRA1 inhibitor = blocks human HTRA1 serine peptidase; Q92743; recombinant HTRA1, FP-rhodamine activity-based probe, fluorescence polarization; inhibition, % at 5.96 µM; actives 0.5% (n = 340,000); in the data active = inhibition above about 36%;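 note: 0% = enzyme with DMSO and 100% = wells lacking enzyme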
# SIAE inh = human SIAE inhibition, primary screen; SIAE FP-Rh probe binding, fluorescence polarization; inhibition, % at 9.66 µM; actives 0.69% (n = 370,000); Q9HAT2;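 active = inhibition above a cutoff: mean of compounds within the control limits plus 3 SD of those, cut at about 17% in these data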;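 note: 0% = plate median of compound wells and 100% = probe without SIAE protein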
# NPR1 activator = GC-A (human) enzyme activation; HEK293 GC-A cells, cGMP TR-FRET, EC30 ANP; 0% at EC30 ANP, 100% saturating ANP; activation, % at 10 µM; actives 0.14% (n = 370,000); AID 1671463; P16066; in the data active = activation above about 40%
# UHRF1 MBD2 ctr = blocks human UHRF1 binding to methylated DNA; inhibition, % at 4.4 µM; actives 0.75% (n = 370,000); AID 687016; Q96T88; UHRF1 binding to methylated oligo, TR-FRET; in the data active = inhibition above about 21%;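 note: UHRF1 SRA domain binding a hemimethylated CpG hairpin DNA probe; 0% = median of test compound wells and 100% = reference inhibitor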
# Target sequence (Q96T88 whole entry, looked up, the tested form may be a part): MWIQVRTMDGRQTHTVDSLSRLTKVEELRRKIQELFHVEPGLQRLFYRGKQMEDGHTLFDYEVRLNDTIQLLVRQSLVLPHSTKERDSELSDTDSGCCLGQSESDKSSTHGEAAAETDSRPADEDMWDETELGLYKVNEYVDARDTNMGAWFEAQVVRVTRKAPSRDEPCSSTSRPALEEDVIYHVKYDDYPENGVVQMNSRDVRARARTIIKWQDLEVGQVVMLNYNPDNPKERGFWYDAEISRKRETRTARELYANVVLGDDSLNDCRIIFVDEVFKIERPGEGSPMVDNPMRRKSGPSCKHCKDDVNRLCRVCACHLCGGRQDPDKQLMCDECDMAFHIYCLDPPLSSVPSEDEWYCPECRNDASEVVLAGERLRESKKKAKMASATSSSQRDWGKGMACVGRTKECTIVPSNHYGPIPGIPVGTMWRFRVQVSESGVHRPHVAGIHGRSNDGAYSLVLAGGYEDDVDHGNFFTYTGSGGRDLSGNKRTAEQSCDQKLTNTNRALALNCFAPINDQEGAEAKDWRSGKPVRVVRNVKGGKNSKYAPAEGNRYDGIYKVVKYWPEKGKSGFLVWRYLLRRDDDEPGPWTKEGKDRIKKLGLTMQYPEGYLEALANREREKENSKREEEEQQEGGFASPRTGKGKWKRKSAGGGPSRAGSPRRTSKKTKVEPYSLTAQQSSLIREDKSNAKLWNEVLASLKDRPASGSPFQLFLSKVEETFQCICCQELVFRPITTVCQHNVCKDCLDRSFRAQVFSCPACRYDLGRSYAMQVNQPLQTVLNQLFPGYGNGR
# mABHD4 FP = ABHD4 (mouse) inhibition, primary FP screen. actives 0.54% (n = 370,000). inhibition, % at 8.92 µM. Q8VD66. purified mABHD4, FP-Rh probe fluorescence polarization;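 active = inhibition exceeding the mean over every tested compound plus 3 SD, cut at about 30% in these data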;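 note: 0% = plate median of compound wells and 100% = S159A mutant with DMSO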
# Target sequence (Q8VD66 whole entry, looked up): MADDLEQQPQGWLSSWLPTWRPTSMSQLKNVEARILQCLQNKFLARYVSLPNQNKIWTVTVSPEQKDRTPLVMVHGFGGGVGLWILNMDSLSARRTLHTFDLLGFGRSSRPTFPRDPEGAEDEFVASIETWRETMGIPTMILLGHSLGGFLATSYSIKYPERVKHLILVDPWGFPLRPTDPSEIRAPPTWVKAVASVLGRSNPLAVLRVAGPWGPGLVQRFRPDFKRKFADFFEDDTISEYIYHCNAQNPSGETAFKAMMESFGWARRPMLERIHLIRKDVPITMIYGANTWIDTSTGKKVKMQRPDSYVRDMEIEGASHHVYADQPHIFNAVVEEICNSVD
#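 Test system: mABHD4 protein; Read-out basis: % inhibition; Incubation: 45 min + 60 min at 25 °C; Repeats: single replicate; Technique: fluorescence polarization with parallel and perpendicular emission, 525/598 nm; Compound: 8.92 µM, single dose; Benchmarks: full inhibition S159A mutant plus DMSO, zero as sample-well median.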
# MBD2 inh = blocks human MBD2 binding to methylated DNA | Q9UBB5 | TR-FRET, MBD2 binding to methylated oligonucleotide | inhibition, % at 4.4 µM | actives 0.31% (n = 370,000) | AID 686964; in the data active = inhibition above about 13%
# * marks the source's active call; other numbers are inactive results; · = no result given. Only part of the results is shown; count on the stated rates, not on these rows.
SMILES,PRMT1 FP inh,TCR-CD3 inh,GC-B act,rCAG binder,HTRA1 inhibitor,SIAE inh,NPR1 activator,UHRF1 MBD2 ctr,mABHD4 FP,MBD2 inh
CC(=O)Nc1cccc(-c2ccnc3c2CC(C(=O)Nc2cccc(N(C)C)c2)O3)c1 (stereo not given),1,-7,-7,1,·,7,-2,4,-4,3
CCCn1c(-c2ccc(OC)cc2)nc2nc3ccccc3nc21,-3,0,10,-2,-4,-1,8,-3,-3,-2
OCC[C@@H]1C[C@H](O)[C@@H](O)[C@]2(OCCc3ccccc32)O1,-1,-3,3,-5,4,7,-1,2,-2,-1
CCn1c(=O)c(C(=O)Nc2ccccc2F)c(O)c2ccccc21,1,-4,-6,3,3,2,4,5,-3,1
COc1ccccc1N=Cc1c(C)c(C#N)c2[nH]c3ccccc3n2c1=O,4,-2,4,11,-1,-2,5,-1,11,-5
N#Cc1cnc(Nc2nc3ccccc3o2)nc1-c1ccccc1,2,-5,-10,-2,0,7,2,2,-1,6
Cc1nc(CSc2nnc(N)s2)cs1,1,-2,-1,-1,-2,-5,2,0,-1,1
COc1ccc(-c2csc(NC(=O)c3cc(-c4cccs4)nc4ccccc34)n2)c(OC)c1,-2,-3,1,12,-12,5,1,-1,-10,0
O=C(Nc1ccccn1)NC12CC3CC(CC(C3)C1)C2,-2,6,4,-7,-3,-4,-1,-2,11,-7
CC(=O)c1c(COC(=O)c2cccnc2)nc2ccccc2[n+]1[O-],4,-4,4,2,10,-1,-2,3,8,2
CCOc1ccc(C(=O)Cc2cc3cccc(OC)c3oc2=O)cc1,-1,6,4,6,-2,6,-2,0,1,-7
O=C(Nc1ccc(N2CCOCC2)cc1)C1CCCCN1S(=O)(=O)c1ccccc1 (stereo not given),3,-6,2,2,2,6,-3,6,6,-2
C=C(C)C(=O)N1CC2(CC(c3cccc(NC(=O)COc4ccc(Cl)cc4)c3)=NO2)C[C@@H]1C(N)=O (stereo not given in full),4,0,2,10,-1,1,1,5,-1,-3
CCOc1ccccc1CN1CCNC(=O)C1CC(=O)NC1CCCCCCC1 (stereo not given),4,7,-7,-8,5,-2,-6,-2,8,-5
COC(=O)CSC(C(=O)Nc1ccc(C)c(C)c1)c1ccccc1 (stereo not given),-1,6,2,2,-10,0,-1,1,0,2
O=C(N/C(=C\c1ccc(Br)cc1)C(=O)N1CCCC1)c1cccs1,0,-4,0,0,-7,1,-2,2,1,1
Brc1ccc(-c2nn3c(Cc4ccccc4)nnc3s2)o1,1,-3,12,0,-5,3,7,-1,3,1
Cc1ccc(N2CCN(C(=S)c3ccc(-c4ccccc4[N+](=O)[O-])o3)CC2)cc1,3,3,-2,3,1,9,3,-4,22,-6
Cc1cnc(C(=O)Nc2ccc(N3CCOCC3)cc2)cn1,1,4,-1,0,-1,5,-4,-2,-5,-2
O=C(NC1CCCC1)C(c1ccsc1)N(C(=O)Cc1cccs1)c1ccccc1 (stereo not given),2,-7,-1,1,4,3,-1,2,-8,-1

# Reprinted from the part before: 2 entries, followed by the next part.
SMILES,PRMT1 FP inh,TCR-CD3 inh,GC-B act,rCAG binder,HTRA1 inhibitor,SIAE inh,NPR1 activator,UHRF1 MBD2 ctr,mABHD4 FP,MBD2 inh
Cc1cnc(C(=O)Nc2ccc(N3CCOCC3)cc2)cn1,1,4,-1,0,-1,5,-4,-2,-5,-2
O=C(NC1CCCC1)C(c1ccsc1)N(C(=O)Cc1cccs1)c1ccccc1 (stereo not given),2,-7,-1,1,4,3,-1,2,-8,-1
CC(c1ccc2ccccc2c1)c1ccccc1C(=O)O (stereo not given),1,3,4,8,1,-7,-1,2,1,-1
CC1CCCC(NC(=O)COC(=O)Cc2cn3ccsc3n2)C1C (stereo not given),1,-3,-2,6,4,-5,2,-3,9,3
COc1cc(-c2nc(N)n[nH]2)cc(OC)c1OC,1,-11,-4,-3,3,5,-5,-1,4,-7
CCNC(=O)CC1C(=O)N(c2ccccc2)C(=O)N1CCc1ccc(OC)c(OC)c1 (stereo not given),0,0,-1,-1,2,4,1,6,2,4
C=CCSc1nc2c(C(=O)OCC)nnn2c2ccccc12,9,-2,-3,1,1,-5,-4,5,-7,6
O=S1(=O)c2c(cccc2N2CCC[C@H]2CO)O[C@H]2CCN1C2,-4,·,2,4,·,5,2,5,-6,3
C=CCOC(=O)COc1ccc2c(C)c(CC)c(=O)oc2c1,1,4,14,-3,-3,-3,16,-1,3,-3
C=CCOn1c(=O)c(=O)n(OCc2ccccc2)c2ccccc21,0,-5,4,-4,-1,2,-5,12,5,2
CC1(C)CC(O)C(CCC(O)c2ccccc2)C(C)(C)N1 (stereo not given),0,5,-5,1,4,5,1,2,-1,2
CCCNS(=O)(=O)c1ccc2c(c1)CCCN2C(C)=O,0,7,2,2,-2,3,5,2,-2,2
COc1ccc(NC(=O)c2cccc(Cl)c2)c[n+]1[O-],-2,-6,-6,6,0,-5,-5,3,-8,4
COc1nc(C)ccc1-c1noc(-c2cccnc2)n1,0,10,-5,5,10,-1,9,-3,-5,3
Cn1nc(-c2ccccc2)c2nc3ccccc3nc21,-1,5,-11,1,-1,1,0,-2,1,2
CC(C)Nc1nc2ccccc2c(=O)[nH]1,-2,9,1,-1,0,4,2,3,1,-1
Cc1cccc(Nc2ccccc2C(=O)NCc2ccco2)c1C,-1,5,-11,2,-16,1,-1,-1,-25,-6
CCn1c(Cc2ccc(OC)cc2)nnc1SCc1nc2ccccc2c(=O)[nH]1,1,1,-4,-7,5,3,1,-2,1,-1
COC(=O)c1cccc(COC(=O)CNC(=O)c2ccco2)c1,0,-2,2,4,-4,-6,4,-1,5,1
COC(=O)c1c(C)[nH]c(C)c1-c1ccccc1Cl,-1,5,6,-3,-1,3,0,2,0,-7
CCOc1ccc(S(=O)(=O)NCCc2ccccn2)cc1,-3,5,1,3,0,2,-1,0,1,-4
N#Cc1cccc(C(=O)C(=O)N2CCN(c3ccccc3)CC2)c1,-4,2,5,1,·,-1,-1,1,0,0

# Ordered by SMILES length (high to low): some entries from above.
SMILES,PRMT1 FP inh,TCR-CD3 inh,GC-B act,rCAG binder,HTRA1 inhibitor,SIAE inh,NPR1 activator,UHRF1 MBD2 ctr,mABHD4 FP,MBD2 inh
CC(=O)Nc1cccc(-c2ccnc3c2CC(C(=O)Nc2cccc(N(C)C)c2)O3)c1 (stereo not given),1,-7,-7,1,·,7,-2,4,-4,3
O=S1(=O)c2c(cccc2N2CCC[C@H]2CO)O[C@H]2CCN1C2,-4,·,2,4,·,5,2,5,-6,3
COc1ccc(NC(=O)c2cccc(Cl)c2)c[n+]1[O-],-2,-6,-6,6,0,-5,-5,3,-8,4
CCOc1ccc(S(=O)(=O)NCCc2ccccn2)cc1,-3,5,1,3,0,2,-1,0,1,-4
Cc1nc(CSc2nnc(N)s2)cs1,1,-2,-1,-1,-2,-5,2,0,-1,1

# Additional compounds follow.
SMILES,PRMT1 FP inh,TCR-CD3 inh,GC-B act,rCAG binder,HTRA1 inhibitor,SIAE inh,NPR1 activator,UHRF1 MBD2 ctr,mABHD4 FP,MBD2 inh
CCCN1CCN(CCCNC(=O)c2cc3c(=O)[nH]c4ccc(C)cc4c3s2)CC1,-3,0,1,2,1,-4,6,-1,-4,1
COc1ccc(CN2C(=O)[C@@](O)(c3cccn3C)c3cc(Br)ccc32)cc1,0,·,-12,3,·,-2,-10,0,-10,-3
Cc1cccc(OCC(=O)Nc2ccc3c(c2)nc(CCN2CCN(c4ccccn4)CC2)n3C)c1,-1,4,1,-5,-6,5,1,-4,-2,-4
CCOC(=O)N1CCN(C(=O)Nc2ccc3nc(C)c(C)nc3c2)CC1,1,1,-4,-2,5,0,4,0,12,4
COC(=O)c1ccc2nc(C(F)(F)F)[nH]c2c1,0,18,4,0,5,5,-1,-2,0,2
COc1ccc(OC)c(/C=N/NC(=O)CNC(=O)c2ccc(S(=O)(=O)N3CCOCC3)cc2)c1,2,-14,0,-2,3,-4,0,2,1,6
CC1=C(C)CC(C(=O)N2CCN(Cc3ccc4c(c3)OCO4)CC2)C(C(=O)O)C1 (stereo not given),3,4,2,7,-1,-4,6,-1,-4,3
CCOC(=O)C1=C(C)Nc2nc3ccccc3n2C1c1ccccc1 (stereo not given),1,-2,-11,4,1,2,-32,5,-4,-1
CC(=O)c1nnn(-c2nc(N)nc(N(c3ccccc3)c3ccccc3)n2)c1C,1,1,3,-2,3,3,6,1,3,-2
CCc1ccc(NC(=S)NC2CC3CCC(C2)N3Cc2ccco2)cc1 (stereo not given),0,3,3,-6,0,6,1,-2,-5,2
CCOc1ccc(CCNC(=O)CN2C(=O)NC(CCSC)C2=O)cc1OCC (stereo not given),-3,7,5,-2,5,5,-1,-3,7,-4
OC(COc1ccccc1)CN1CCC(Cc2ccccc2)CC1 (stereo not given),2,2,6,-7,-4,1,-7,2,1,2
CCOC(=O)c1ccc(NC(=O)CCOc2ccc(C)cc2)cc1,-3,3,-2,5,-12,-5,-1,0,-2,2
O=C(C1CCCN(S(=O)(=O)c2ccccc2F)C1)N1CCN(Cc2ccccc2)CC1 (stereo not given),-1,·,0,0,·,-1,2,1,-3,2
CC(=O)Nc1cc(-c2ccccc2N(C)C)cn2c(-c3cccc(C(F)(F)F)c3)cnc12,99*,16,-8,-1,·,18*,4,-6,24,-3
COc1ccc(CC(=O)N(C)c2ccccc2)cc1S(=O)(=O)N1CCOCC1,-5,0,2,3,6,-2,3,1,4,-6
N#CC(c1ccccc1)c1ccc(C(=O)c2ccc(F)cc2)cc1 (stereo not given),2,-2,-2,4,-27,-7,1,2,-10,2
CCN1CCN(c2ncnc3scc(-c4ccc(C)c(C)c4)c23)CC1,-5,5,-10,-1,-3,7,-10,1,-7,0
CS(=O)(=O)N(CC(=O)Nc1ccc(S(=O)(=O)N2CCOCC2)cc1)c1cccc(F)c1,-2,-1,-3,-1,-5,2,0,-1,-3,7
CCC(C)Sc1ccc([C@@H]2[C@@H]3C(=O)N(C)C(=O)[C@@H]3[C@]3(C(=O)OC)CCCCN23)cc1 (stereo not given in full),3,1,2,4,-4,-2,-1,-1,-1,2
O=[N+]([O-])c1ccc(O)c(C=NNc2ccc(S(=O)(=O)O)cc2)c1,5,-3,1,5,5,4,2,24*,24,1
O=C(CCC(=O)N1CCN(S(=O)(=O)c2ccc([N+](=O)[O-])cc2)CC1)N1CCOCC1,-4,0,3,3,-9,4,1,0,-2,-4
COc1ccc2ccccc2c1CN1CCN(Cc2ccccc2)CC1,1,-3,-6,-9,4,-3,-6,0,3,1
O=C(N/N=C/C=C/c1cccc([N+](=O)[O-])c1)C(O)c1ccccc1 (stereo not given),4,4,-5,4,1,-1,-6,-5,-2,1
COc1ccccc1NC(=O)c1cc(=O)[nH]c2ccccc12,25*,-10,3,14,5,4,-4,2,5,1
CCN(CC)CCCN1C(=O)C(O)=C(C(=O)c2ccco2)C1c1ccc(C)o1 (stereo not given),3,0,1,3,3,-2,3,-2,9,1
Clc1ccc(CN2C3=NCCN3c3ccccc32)cc1Cl,0,-1,-18,8,-1,0,-34,-2,10,3
CCCOc1ccc(Cn2c(=O)oc3ccc(C)cc32)cc1,4,1,1,-4,-19,3,6,-2,-7,-4
N#CC1(NC(=O)CSc2nc3ccccc3o2)CCCCC1,6,-2,1,3,-2,-1,1,6,-8,-1
Cc1cc2n(n1)SC(Nc1ccc(F)cc1)N2 (stereo not given),14,-3,7,2,4,-2,-1,0,-8,0
COc1ccc(C(=O)N2CCCCC2c2cc(C(=O)Nc3cccc(C#N)c3)no2)cc1 (stereo not given),2,11,-1,2,·,-2,1,1,-7,-2
